Rab2 wt GTP: modulators of GTP binding to Rab2A wildtype, primary screen, biochemical, dog, bead-based flow cytometry, multiplex. Ras-related protein Rab-2A (Canis lupus familiaris), P61105. GST-Rab2 wt beads, Bodipy-GTP binding. GTP binding activity, % at 10 µM. 190,000 tested, 0.19% active;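 active means GTP binding activity at least 20 points away from 100%, either lowered or raised; inconclusive means signal likely due to the compound's own green fluorescence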;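 further: 0% = beads with excess unlabeled GTP and 100% = no-compound control corrected for plate trend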
Rac1 act GTP bind: GTP binding modulators of activated mutant Rac1, primary screen, biochemical, bead-based flow cytometry, multiplex, fluorescent GTP; Ras-related C3 botulinum toxin substrate 1 (Homo sapiens), P63000; GST-Rac1 activated beads; actives lie on both sides; 100% means binding = to untreated wells; percent activity (GTP binding), % at 10 µM; 190,000 tested, 0.11% active; AID 764, 2007;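 active means GTP binding at least 20 percentage points away from the 100% baseline, in either direction, so actives lie on both sides; inconclusive means Compound likely fluorescent itself, or too few beads counted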
Pf gametocyte: late stage P. falciparum gametocyte viability inhibitors, primary screen, ATP luminescence, HTS; P. falciparum stage V gametocytes, 24 h; inhibition, % at 10.9 µM; 150,000 tested, 0.065% active;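 active means inhibition above the mean plus 3 SD of compounds within the control limits, set per campaign, cut at about 38% in these data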;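 further: 0% = DMSO wells and 100% = medium only without gametocytes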
Rac1 wt GTP bind: wildtype Rac1 GTP binding modulators, primary screen, biochemical, GST-Rac1 beads, flow cytometry, multiplex; Ras-related C3 botulinum toxin substrate 1 (Homo sapiens), P63000; fluorescent GTP binding; actives lie on both sides; 0 = cold GTP competed, 100 = untreated; GTP binding activity (% of control), % at 10 µM; 190,000 tested, 0.27% active;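 active means GTP binding activity at least 20 points away from the 100% control level, either lower or higher; inconclusive means compound flagged as likely green fluorescent, judged across all proteins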
HRas wt GTP bind: modulators of GTP binding to HRas wildtype, primary screen, biochemical, bead-based flow cytometry, multiplex; GTPase HRas (Homo sapiens), P01112; GST-Ras wt beads, Bodipy-FL-GTP binding; actives lie on both sides; GTP binding activity, % at 10 µM; 190,000 tested, 0.14% active; AID 759, 2007;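 active means GTP binding activity at least 20% away from the 100% baseline, either lowered as inhibitor or raised as activator; inconclusive means flagged as likely green fluorescent, judged across all proteins in the well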;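 further: 0% = unlabeled GTP competition control and 100% = no-compound control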
Target sequence (P01112 whole entry, looked up): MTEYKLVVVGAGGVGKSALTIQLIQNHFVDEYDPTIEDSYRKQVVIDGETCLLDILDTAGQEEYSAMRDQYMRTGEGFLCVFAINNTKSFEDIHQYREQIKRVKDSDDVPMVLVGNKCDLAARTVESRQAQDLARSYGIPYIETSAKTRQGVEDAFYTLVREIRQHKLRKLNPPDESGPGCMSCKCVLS
Avidin fluor: green autofluorescence of compounds with avidin beads – biophysical, 488/530 nm, flow cytometry, artefact control, profiling panel; 220,000 tested, 0.38% active; fluorescence (KMESF) at 10 µM; compound fluorescence 488/530 nm; stronger effect = higher value; in the data active means fluorescence above about 47; further: inactives centre near 10
Mcl1 Noxa PPI: Mcl-1/Noxa binding inhibitors, primary screen, biochemical, TR-FRET, 1536-well; inhibition, % at 21.7 µM; 220,000 tested, 1.5% active; TR-FRET Mcl-1/Noxa peptide binding, 2 h; Induced myeloid leukemia cell differentiation protein Mcl-1 (Homo sapiens), Q07820;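 active means compounds that cut the protein-peptide binding signal by more than 50% relative to plate controls in a single-dose test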;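 further: His-tagged Mcl-1 with rhodamine Noxa BH3 peptide and terbium anti-His antibody; 0% = Mcl-1 plus Noxa peptide wells and 100% = peptide-only wells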
Target sequence (Q07820 whole entry, looked up): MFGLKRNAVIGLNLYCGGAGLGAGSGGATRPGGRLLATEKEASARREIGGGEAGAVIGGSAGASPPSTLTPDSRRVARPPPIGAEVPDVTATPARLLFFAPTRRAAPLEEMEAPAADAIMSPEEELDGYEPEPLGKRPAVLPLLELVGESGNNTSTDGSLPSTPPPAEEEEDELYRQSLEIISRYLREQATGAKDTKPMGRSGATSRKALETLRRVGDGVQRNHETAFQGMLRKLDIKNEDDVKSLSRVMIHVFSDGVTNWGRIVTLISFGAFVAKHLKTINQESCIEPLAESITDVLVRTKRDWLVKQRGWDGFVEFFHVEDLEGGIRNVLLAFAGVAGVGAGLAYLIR
Mcl1 Bid PPI: Mcl-1/Bid binding inhibitors, primary screen, biochemical, TR-FRET, 1536-well | TR-FRET Mcl-1/Bid-Dy647 peptide binding | 220,000 tested, 0.97% active | AID 1021, 2008 | inhibition, % at 21.7 µM;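 active means compounds that cut the binding signal by more than half at the single screening dose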;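 further: His-tagged Mcl-1 with europium anti-His antibody binding Bid BH3 peptide; 0% = Mcl-1 plus peptide wells and 100% = peptide-only wells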
Rab7 wt modul: modulators of GTP binding to Rab7, primary screen, biochemical, wildtype, multiplex bead flow cytometry. Rab7 GTPase wild type (dog), Bodipy-FL-GTP binding. GST-Rab7 beads, fluorescent GTP binding; actives lie on both sides; untreated = 100%, excess cold GTP = 0%. AID 758, 2007. GTP binding activity (percent of control), % at 10 µM. 190,000 tested, 0.055% active;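 active means fluorescent GTP binding to Rab7 beads changed by at least 20 points from the 100% baseline, either direction, mostly lower; inconclusive means compound itself probably fluorescent, or too few beads counted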;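 further: median green fluorescence of bound Bodipy-FL-GTP per Rab7 bead population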
Mcl-1 Bim block: inhibitors of Bim peptide binding to Mcl-1, primary screen, biochemical, bead-based flow cytometry, multiplex; Bim peptide-Mcl-1 binding; inhibition, % at 10 µM; 190,000 tested, 0.1% active; in the data active means inhibition above about 40%;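 further: 0% = no compound tracer wells and 100% = peptide blocker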
Cdc42 wt GTP: modulators of GTP binding to wildtype Cdc42, primary screen, biochemical, multiplex bead flow cytometry, Bodipy-GTP | AID 761, 2007 | 190,000 tested, 0.2% active | GST-Cdc42 beads; actives lie on both sides | Cell division control protein 42 homolog (Homo sapiens), P60953 | percent activity (GTP binding), % at 10 µM;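 active means percent activity GTP binding at least 20 points away from the 100% baseline, either down as inhibitor or up as activator; inconclusive means compound flagged as likely green fluorescent from well-wide comparison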;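 further: median bead fluorescence of bound Bodipy-FL-GTP at 100 nM; 0% = excess unlabeled GTP control and 100% = no compound control; below 100% means less GTP binding so inhibitor and above means activator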
Target sequence (P60953 whole entry, looked up): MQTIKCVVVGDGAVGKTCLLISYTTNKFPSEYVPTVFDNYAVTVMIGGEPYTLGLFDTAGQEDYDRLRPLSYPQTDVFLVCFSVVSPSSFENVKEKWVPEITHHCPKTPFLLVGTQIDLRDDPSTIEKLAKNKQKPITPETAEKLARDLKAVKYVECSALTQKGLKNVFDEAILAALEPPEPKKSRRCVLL
* = called active by the depositor; ? = inconclusive; . = not tested or not shown.

SMILES	Rab2 wt GTP	Rac1 act GTP bind	Pf gametocyte	Rac1 wt GTP bind	HRas wt GTP bind	Avidin fluor	Mcl1 Noxa PPI	Mcl1 Bid PPI	Rab7 wt modul	Mcl-1 Bim block	Cdc42 wt GTP
CCOC(=O)c1ccc(NC(=O)C2CCN(C(=O)c3ccc(OC)c(OC)c3)CC2)cc1	94	92	.	97	95	5	14	-10	92	-4	94
NC(=O)CSc1nnc(Cn2c(=O)sc3ccccc32)n1-c1ccccc1	102	101	.	103	102	23	18	-2	103	-2	106
Cc1ccc(C2CC(=O)NC(SCC(=O)Nc3nccs3)=C2C#N)cc1 (centres undefined)	102	98	-4	101	102	11	6	-34	101	-1	104
COc1ccc(-c2cc(C#N)nc(N3CCN(C)CC3)n2)cc1	103	101	-8	107	101	5	-4	4	98	-1	102
CC(C)CCNC(=O)CN(CCN1CCOCC1)C(=O)Cn1nnc(-c2ccc(F)cc2)n1	96	96	-2	96	97	19	-8	-34	97	3	96
COc1ccc(Nc2nc(N)nc(CSCCO)n2)cc1	100	98	-1	102	98	7	9	-8	98	-2	99
CCC(=O)NC(=S)Nc1ccc(S(=O)(=O)N2CCN(C)CC2)cc1	97	103	8	107	103	0	9	-47	100	-5	104
COc1ccccc1N1CCN(C(=O)CSc2nnc(NC(=O)C3CCC3)s2)CC1	102	100	2	105	105	37	1	-62	97	-1	106
Cc1nn(CC(=O)NCCc2ccccc2)c(C)c1[N+](=O)[O-]	101	98	-5	104	100	4	2	-6	97	-1	101
COCCn1c(-c2ccc(OC(F)(F)C(F)C(F)(F)F)cc2)nc2c1c(=O)[nH]c(=O)n2CC(C)C (centres undefined)	102	98	.	103	102	14	2	-15	101	0	103
O=C(Nc1ccc(F)cc1)Nc1ccccc1NS(=O)(=O)c1cccs1	97	98	11	101	100	9	19	-23	100	-6	97
COc1ccc(NC(=O)c2ccc(S(=O)(=O)N(C)C)cc2)cc1OC	99	103	1	104	99	4	31	-8	99	-19	105
CCCNC(=O)COC(=O)c1ccc(Cl)c(S(=O)(=O)N2CCCC2)c1	98	98	.	102	98	13	0	-6	102	0	101
COc1ccc2c(CC(=O)OCC(=O)Nc3sc4c(c3C#N)CCC(C)C4)coc2c1 (centres undefined)	89	91	.	94	93	13	9	-9	98	0	96
Cc1cc(C(=O)OCC(=O)c2ccc3c(c2)OCCO3)c(C)o1	98	96	-27	94	98	19	16	8	95	0	96
Cc1ccc(S(=O)(=O)NCCC(=O)Nc2nnc(C3CC3)s2)cc1C	95	96	4	99	98	4	-8	25	96	0	98
CC(OC(=O)/C=C/c1ccco1)C(=O)Nc1cccc([N+](=O)[O-])c1 (centres undefined)	96	97	-5	101	98	11	19	-1	96	-14	99
Cc1ccccc1NC(=S)NCCO	95	96	.	95	95	9	1	-53	97	0	94
COc1ccccc1CN1C(=O)C2CC=CCC2C1=O (centres undefined)	99	98	14	99	99	10	13	0	103	-1	97
CC(C1CC1)N(Cc1ccccc1)C(=S)Nc1ccccc1 (centres undefined)	98	94	1	98	98	9	-1	-20	105	-4	101
C=C(C)CN1CCN(c2c(CCC#N)c(C)c(C#N)c3nc4ccccc4n23)CC1	103	97	2	106	104	10	-5	-7	107	0	103
NS(=O)(=O)c1ccc(CCNC(=O)c2ccc(C#CC3(O)CCCCC3)cc2)cc1	97	96	-19	100	97	22	15	-1	98	0	99
O=C(CC1Sc2ccccc2NC1=O)NCc1cccc(Cl)c1 (centres undefined)	99	97	5	99	97	14	1	-15	109	0	95
CN(C)c1ccc(N2C(=O)CC(Nc3ccc(N4CCOCC4)cc3)C2=O)cc1 (centres undefined)	98	97	12	104	101	8	2	-21	100	-1	101
COc1cc2[nH]c3c(Cl)ncnc3c2cc1OC	?	?	.	?	?	13	20	-3	?	-1	?

Further structures
SMILES	Rab2 wt GTP	Rac1 act GTP bind	Pf gametocyte	Rac1 wt GTP bind	HRas wt GTP bind	Avidin fluor	Mcl1 Noxa PPI	Mcl1 Bid PPI	Rab7 wt modul	Mcl-1 Bim block	Cdc42 wt GTP
CCOc1ccc(NC(=O)Cn2c(=O)n(CC3CCCO3)c(=O)c3ccccc32)cc1 (centres undefined)	97	95	-15	96	97	9	8	-16	102	0	96
CC[N+](C)(C)CCN(Cc1ccc(Cl)cc1)c1ccccn1	97	100	.	100	100	7	9	-10	97	3	101
Cc1cccc(NC(NC(=O)c2ccccn2)C(Cl)(Cl)Cl)c1 (centres undefined)	103	102	-5	106	106	3	6	-37	103	-2	100
Cc1ccc(S(=O)(=O)NC(=O)COc2ccccc2C)cc1	96	98	-2	100	98	14	10	-4	96	51*	95
COc1ccc(/C=N/NC(=O)c2nc(-c3ccccc3)cc(-c3ccccc3)n2)cc1	94	98	.	96	94	15	8	-12	97	-3	96
CCOC(=O)c1c(C(=O)OCC)c(C)n(Cc2cc(OC)c(OC)c(OC)c2)c1C	99	103	.	102	99	3	-11	-9	94	-3	98
COc1ccccc1NCc1nnc(SCC(=O)N/N=C/c2ccco2)n1-c1ccc(Cl)cc1Cl	99	100	.	103	101	5	0	-70	100	4	101
O=C(N/N=C1/CCS(=O)(=O)c2ccc(F)cc21)c1cccnc1	99	95	6	99	98	11	12	-24	97	0	94
O=C(C(=O)N1CCN(c2ccc(F)cc2)CC1)N1CCCCC1	101	97	-6	103	100	10	8	-33	105	-1	99
Cc1cc2ncn(/N=C/c3ccc([N+](=O)[O-])o3)c2cc1C	105	102	.	103	105	19	-11	-7	108	-4	102
CC(=O)OCC1=C(C(=O)O)N2C(=O)C(NC(=O)C(C)Cn3cc(Cl)cn3)C2SC1 (centres undefined)	99	101	.	105	100	11	22	-14	102	-3	103
COc1ccc2cc(/C(C)=N/NC(=O)C3CC3)ccc2c1	97	98	7	99	98	10	13	-18	94	-5	96
COc1ccc(Cn2c(O)c(/C=N/NC(=O)c3cccnc3)c3ccccc3c2=O)cc1	83	72*	11	60*	87	5	24	-65	96	4	68*
Cc1onc(-c2ccccc2Cl)c1C(=O)Nc1nnc(-c2ccc(Br)cc2)s1	98	99	.	102	99	10	-17	14	98	2	102
CCOCCCn1c(=NC(=O)c2cccnc2)c(C(=O)OCC)cc2c(=O)n3ccccc3nc21	100	100	.	104	102	33	-22	1	98	-2	104
CCOc1cccc(C=Nc2cc(C)cc(C)c2O)c1O	94	96	.	98	99	6	16	-123	93	1	99
COC(=O)c1sccc1NC(=O)c1cnc2cc(C)nn2c1C	97	94	6	97	99	13	2	-20	103	-1	92
COc1ccc(-c2csc(N3CCN(c4cc(C)nc5ccccc45)CC3)n2)cc1OC	96	99	-15	99	97	8	27	-35	91	0	94
C=CCN1C(=O)C(CC(=O)Nc2ccc(C)cc2)SC1=Nc1c(C)n(C)n(-c2ccccc2)c1=O (centres undefined)	98	97	-15	95	99	16	21	-14	95	0	98
CC(=O)Nc1ccc(NC(=S)NC(=O)/C=C/c2ccccc2)cc1	98	96	15	99	98	9	4	-19	98	.	96
Cc1cc(C)nc(SCc2csc(-c3ccccc3)n2)n1	99	101	22	105	100	6	10	10	98	0	101
COC(=O)c1cccc(NC(=O)CSc2nc(O)c(-c3ccccc3)c(=O)[nH]2)c1	94	94	-2	95	94	10	7	-30	96	0	95
COc1ccc(OC)c(NC(=O)COC(=O)Cc2ccc(Br)cc2)c1	93	94	2	96	95	10	22	-5	99	-2	95
COc1ccc(OC(C)c2ccc(C#N)c(=O)[nH]2)cc1 (centres undefined)	100	96	-7	96	100	12	4	-21	105	-3	97
COc1cc(Br)cc(-c2nc3c(c(=O)[nH]c(=O)n3Cc3ccccc3)n2C)c1O	96	97	-14	98	99	9	28	-23	100	1	97

Continuation:
SMILES	Rab2 wt GTP	Rac1 act GTP bind	Pf gametocyte	Rac1 wt GTP bind	HRas wt GTP bind	Avidin fluor	Mcl1 Noxa PPI	Mcl1 Bid PPI	Rab7 wt modul	Mcl-1 Bim block	Cdc42 wt GTP
CN(C)S(=O)(=O)c1ccc(C(=O)Nc2cccc(C(=O)O)c2)cc1	97	95	7	94	96	13	15	5	97	-3	97
COc1cccc(CC2(CO)CCCN(Cc3nc(-c4cccs4)oc3C)C2)c1 (centres undefined)	97	97	-10	98	98	10	0	-1	96	-2	98
Cc1ccc(C(=O)Nc2ccccc2OC(F)F)cc1	98	95	8	103	102	12	-1	-16	102	-4	103
CCN(CC)CC#CCOC(=O)C(O)(c1ccccc1)C1CCCCC1 (centres undefined)	97	99	.	100	98	9	16	7	103	-2	101
NC(=O)CC[C@@H]1NC(=O)[C@H](CO)NC(=O)c2cc([N+](=O)[O-])cc(I)c2OCC[C@@H](C(N)=O)NC1=O	97	95	.	99	97	11	5	2	100	-1	95
O=C(/C=C\Nc1ccc2c(c1)OCO2)c1ccc2c(c1)OCO2	98	100	-13	106	100	13	17	-31	97	-1	106
Cc1cccc(CSCc2ccc(C(=O)NCC3CCCO3)o2)c1 (centres undefined)	102	97	17	103	101	11	8	-20	103	7	102
COc1ccc(NC(=S)Nc2ccc(S(N)(=O)=O)cc2)c(C)c1	99	93	9	96	96	2	19	-37	105	-2	96
c1cn(-c2ncnc3sc4c(c23)CCCC4)cn1	96	99	20	101	99	7	11	4	99	-5	99
O=C(O)c1ccc(-n2c(-c3ccc(Br)cc3)n[nH]c2=S)cc1	96	98	.	100	95	13	28	-8	100	0	97
CC(=O)NC(=S)NNC(=O)COc1ccc([N+](=O)[O-])cc1	96	92	-1	93	95	22	-58	-56	103	-2	92
O=C1CC(NNc2nc3ccccc3s2)C(=O)N1c1ccccc1 (centres undefined)	101	99	-17	101	102	24	5	-17	102	-1	101
COc1nc(OC)nc(N2CCC(C(=O)NC3CC3)CC2)n1	97	94	30	98	93	7	7	0	94	-2	98

High-throughput results from PubChem BioAssay.
